High-throughput results: PubChem, Johns Hopkins Ion Channel Center
KCNQ2 inh – KCNQ2 channel blockers in CHO-K1 cells – cell-based, FluxOR thallium flux, B-score, primary screen (AID 2156); O88943; 20 min; hits give low values; B-score at 10 µM; 310,000 compounds, 1.1% hits;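 active = fluorescence ratio B-score at most minus 3 library SDs, with starting brightness B-score within 2 library SDs, cut at about -5.5 in these data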
Target sequence (O88943 whole entry, looked up): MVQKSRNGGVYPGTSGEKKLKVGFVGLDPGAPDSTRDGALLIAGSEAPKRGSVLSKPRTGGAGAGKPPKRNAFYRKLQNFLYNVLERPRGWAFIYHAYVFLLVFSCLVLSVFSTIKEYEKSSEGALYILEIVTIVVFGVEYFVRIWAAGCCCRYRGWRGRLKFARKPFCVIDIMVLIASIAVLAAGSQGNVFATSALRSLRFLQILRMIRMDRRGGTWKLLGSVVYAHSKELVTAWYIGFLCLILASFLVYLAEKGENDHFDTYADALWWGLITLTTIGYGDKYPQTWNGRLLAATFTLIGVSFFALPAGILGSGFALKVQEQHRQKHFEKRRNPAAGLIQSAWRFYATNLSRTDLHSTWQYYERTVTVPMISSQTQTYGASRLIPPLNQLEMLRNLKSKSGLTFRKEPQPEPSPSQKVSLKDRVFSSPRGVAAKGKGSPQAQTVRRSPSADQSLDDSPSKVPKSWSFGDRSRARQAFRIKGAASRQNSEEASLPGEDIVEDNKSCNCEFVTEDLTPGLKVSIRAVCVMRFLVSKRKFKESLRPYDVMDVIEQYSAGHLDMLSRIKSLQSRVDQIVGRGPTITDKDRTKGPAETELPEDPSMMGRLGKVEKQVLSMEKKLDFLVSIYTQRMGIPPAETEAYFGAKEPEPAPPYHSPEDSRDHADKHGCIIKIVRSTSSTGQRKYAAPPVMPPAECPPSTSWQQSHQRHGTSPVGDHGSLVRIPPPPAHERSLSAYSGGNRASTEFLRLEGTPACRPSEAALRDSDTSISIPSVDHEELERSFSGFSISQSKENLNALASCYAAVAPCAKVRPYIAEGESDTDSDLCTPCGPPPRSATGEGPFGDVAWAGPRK
CHT block – inhibits the human high affinity choline transporter; AID 488975; CHT-expressing cells, membrane potential dye, choline response; hits give low values; B-score at 10 µM; 310,000 compounds, 0.86% hits;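 active = B-score over 3 SD under the library average, and starting fluorescence ratio not unusually high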;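 note: choline stimulus applied at its EC90 after an EC20 pre-addition; B-score computed on integrated fluorescence ratio after choline addition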
Kir21 inh – Kir2.1 (mouse) channel inhibition | 310,000 compounds, 0.85% hits | P35561 | B-score at 10 µM | HEK293-Kir2.1, FluxOR thallium flux fluorescence; hits give low values;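 active = fluorescence ratio B-score at or below minus 3 SD of library scores, with starting-brightness B-score within 2 SD, cut at about -4.2 in these data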;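 note: channel flux triggered by added potassium and thallium sulfate stimulus; B-score of peak minus minimum fluorescence over baseline after thallium stimulus; more negative B-score means stronger Kir2.1 block with less thallium influx; some compounds called inactive have numbers as strong as hits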
An asterisk follows results filed as active.

How did CCCCCCN(C(=O)CCCCCN1C(=O)NC(c2ccc(-c3ccccc3)cc2)C(C(=O)OCc2ccccc2)=C1C)C(C(=O)NCCCC)c1ccccn1 (stereo unspecified) do in these assays?
KCNQ2 inh: inactive; Kir21 inh: 1.4

How did CCn1cc(C(=O)NCCCN2CCCC(C)C2)c(=O)c2cc(S(=O)(=O)N3CCOCC3)ccc21 (stereo unspecified) do in these assays?
KCNQ2 inh: inactive; CHT block: inactive; Kir21 inh: -0.18

How did CN(CC(=O)Nn1cnnc1)S(=O)(=O)c1cc(Cl)ccc1Cl do in these assays?
KCNQ2 inh: inactive; CHT block: inactive; Kir21 inh: 0.34

Results for CCOC(=O)C1(CCc2ccccc2)CCN(C(=O)Cc2nonc2C)CC1 ?
KCNQ2 inh: inactive; CHT block: inactive; Kir21 inh: -0.47

How did Cc1cccc(OCc2n[nH]c(=S)n2C2CCCCC2)c1 do in these assays?
KCNQ2 inh: inactive; CHT block: inactive; Kir21 inh: -0.36

Results for CCCC(NC(=O)c1ccccc1)c1nc2ccccc2n1Cc1ccc(C(=O)OC)o1 (stereo unspecified) ?
KCNQ2 inh: inactive; CHT block: inactive; Kir21 inh: 3.2

What do the screens show for `NC(=S)NNC(=O)c1cccc(Br)c1`?
KCNQ2 inh: inactive; CHT block: inactive; Kir21 inh: -0.38

How did O=c1[nH]c(=O)n([C@H]2C[C@H](O)[C@@H](CO)O2)cc1C(F)(F)F do in these assays?
KCNQ2 inh: inactive; CHT block: inactive; Kir21 inh: 2.1

How did O=c1c2oc3ccccc3c2[nH]c(=S)n1-c1ccccc1 do in these assays?
KCNQ2 inh: inactive; CHT block: inactive; Kir21 inh: 0.04

Results for Cc1ccc(NC2c3ncccc3C(=O)N2Cc2ccc(F)cc2)cc1 (stereo unspecified) ?
KCNQ2 inh: inactive; CHT block: inactive; Kir21 inh: -0.74

What do the screens show for `CCSc1ncc(Cl)c(C(=O)Nc2ccccc2C)n1`?
KCNQ2 inh: inactive; CHT block: inactive; Kir21 inh: -1.1

What do the screens show for `CCn1cc(/C=N\NC(=O)c2ccc3c(c2)c(C)c(C)n3Cc2ccccc2)c(C)n1`?
KCNQ2 inh: inactive; CHT block: inactive; Kir21 inh: -1.3

How did COc1ccc(NC(=O)N2CCN(C(=O)C3CCCO3)CC2)cc1 (stereo unspecified) do in these assays?
KCNQ2 inh: inactive; CHT block: inactive; Kir21 inh: 1.6

Results for COc1ccccc1CNC(=O)COc1cc2c(c3oc(=O)cc(C)c13)CCC(C)(C)O2 ?
KCNQ2 inh: inactive; CHT block: inactive; Kir21 inh: -0.12

What do the screens show for `CN(C(=O)CC1C(=O)NCCN1Cc1ccc(F)c(F)c1)C1CCCCC1` (stereo unspecified)?
KCNQ2 inh: inactive; CHT block: inactive; Kir21 inh: -0.89

Results for COc1ccc(NC(=O)c2cccc(NC(=O)c3ccccc3)c2)c(OC)c1 ?
KCNQ2 inh: inactive; CHT block: inactive; Kir21 inh: -0.74

What do the screens show for `O=C(Nc1cccc2nsnc12)c1cccnc1`?
KCNQ2 inh: inactive; CHT block: inactive; Kir21 inh: -0.18

What do the screens show for `Cc1csc2nc(O)c(C(=O)NCc3ccc4c(c3)OCO4)c(=O)n12`?
KCNQ2 inh: inactive; CHT block: inactive; Kir21 inh: 0.86

Results for O=C(c1cc2ccccc2o1)N1CCN(c2cccc(C(F)(F)F)c2)CC1 ?
KCNQ2 inh: inactive; CHT block: inactive; Kir21 inh: -0.58

What do the screens show for `CCCOc1ccc(/C=N/Nc2cc(N3CCOCC3)ncn2)c(O)c1`?
KCNQ2 inh: inactive; CHT block: inactive; Kir21 inh: 0.46

How did CC(C)c1ccc(NC(=S)NCCc2c[nH]c3ccccc23)cc1 do in these assays?
KCNQ2 inh: inactive; CHT block: inactive; Kir21 inh: -0.39

What do the screens show for `O=C1Nc2ccccc2N(O)N1c1cc(-c2ccccc2Cl)no1`?
KCNQ2 inh: inactive; CHT block: inactive; Kir21 inh: -0.02

How did CCC(C)c1ccccc1NC(=O)c1cc(C)no1 (stereo unspecified) do in these assays?
KCNQ2 inh: inactive; CHT block: inactive; Kir21 inh: -1.2

How did CC(=O)N(C)C1=C(O)c2ccccc2C(=O)C1=O do in these assays?
KCNQ2 inh: inactive; CHT block: inactive; Kir21 inh: 0.7

How did O=C(COc1ccc(/C=N/NC(=O)c2ccc(O)cc2)cc1)Nc1ccc([N+](=O)[O-])cc1 do in these assays?
KCNQ2 inh: inactive; CHT block: inactive; Kir21 inh: -0.25

How did Oc1ccccc1Nc1ccccn1 do in these assays?
KCNQ2 inh: inactive; CHT block: inactive; Kir21 inh: 0.13

Results for NS(=O)(=O)c1cccc(NC(=O)COC(=O)c2cc(-c3ccc(Cl)cc3)nc3ccccc23)c1 ?
KCNQ2 inh: inactive; CHT block: inactive; Kir21 inh: 0

What do the screens show for `CCC(=O)NC(=S)Nc1cccc(Cl)c1N1CCCC1`?
KCNQ2 inh: inactive; CHT block: inactive; Kir21 inh: 0.9

What do the screens show for `COc1ccc(-n2c(=S)[nH]c3cc(C(=O)NCc4cccnc4)ccc3c2=O)cc1`?
KCNQ2 inh: inactive; CHT block: inactive; Kir21 inh: 0.11

Results for O=C(NCCCN1CCOCC1)c1ccccc1 ?
KCNQ2 inh: inactive; CHT block: inactive; Kir21 inh: 0.39

Results for C[C@H](NC(=O)[C@@H]1Cc2ccccc2CN1)C(=O)NC[C@H]1CC[C@H](C(=O)O)CC1 ?
KCNQ2 inh: inactive; CHT block: inactive; Kir21 inh: 3

What do the screens show for `CCOC(=O)N1CCN(Cc2nc3cc([N+](=O)[O-])ccc3n2CC)CC1`?
KCNQ2 inh: inactive; CHT block: inactive; Kir21 inh: 0.03

How did Cc1ccccc1OCC(=O)Nc1ccccc1N1CCCCC1 do in these assays?
KCNQ2 inh: -10*; CHT block: inactive; Kir21 inh: -2.6

How did Cc1cccn2c(=O)c(C=O)c(N3CC(C)OC(C)C3)nc12 (stereo unspecified) do in these assays?
KCNQ2 inh: inactive; CHT block: inactive; Kir21 inh: -1.3

How did CC(=O)NC(=S)Nc1ccc(NC(=S)NC(=O)c2ccc([N+](=O)[O-])cc2)cc1 do in these assays?
KCNQ2 inh: inactive; CHT block: inactive; Kir21 inh: -0.47

Results for O=C(NC1CCCC1)c1cc(-c2ccc(Cl)c(Cl)c2)on1 ?
KCNQ2 inh: inactive; CHT block: inactive; Kir21 inh: -0.7

Results for O=C(NCc1ccccc1)Oc1cccc(Cl)c1 ?
KCNQ2 inh: inactive; CHT block: inactive; Kir21 inh: 0.52

What do the screens show for `Cc1coc(NC(=O)CSc2nc(-c3ccc(Cl)cc3)cc(C(F)(F)F)c2C#N)n1`?
KCNQ2 inh: inactive; CHT block: inactive; Kir21 inh: -0.44

What do the screens show for `COC(=O)c1cc(OC)c(OC)cc1NC(=O)c1cc(OC)cc(OC)c1`?
KCNQ2 inh: inactive; CHT block: inactive; Kir21 inh: -0.01

Results for Cn1c(CSCc2ccccc2)nnc1SCC(=O)Nc1ccc(C(=O)O)cc1 ?
KCNQ2 inh: inactive; CHT block: inactive; Kir21 inh: -0.25

2 records drawn at random from the list so far:
How did CC(=O)NC(=S)Nc1ccc(NC(=S)NC(=O)c2ccc([N+](=O)[O-])cc2)cc1 do in these assays?
KCNQ2 inh: inactive; CHT block: inactive; Kir21 inh: -0.47

What do the screens show for `O=C1Nc2ccccc2N(O)N1c1cc(-c2ccccc2Cl)no1`?
KCNQ2 inh: inactive; CHT block: inactive; Kir21 inh: -0.02

Next entries follow.
What do the screens show for `CCN=C(Nc1ccc(Cl)cc1)c1cccnc1`?
KCNQ2 inh: inactive; CHT block: inactive; Kir21 inh: -1.1

Results for N#CCSc1nnc(CNc2ccc(F)cc2)o1 ?
KCNQ2 inh: inactive; CHT block: inactive; Kir21 inh: 0.28

Results for COCC1CCN(C(=O)c2cc(COc3ccc(-n4cncn4)cc3)on2)C1 (stereo unspecified) ?
KCNQ2 inh: inactive; CHT block: inactive; Kir21 inh: 0.14

What do the screens show for `Cc1ccccc1CN(c1ccc(C(=O)NCC2CCCO2)cc1)S(C)(=O)=O` (stereo unspecified)?
KCNQ2 inh: inactive; CHT block: inactive; Kir21 inh: -0.03

What do the screens show for `CCOc1cc(S(=O)(=O)NCCc2ccc(OC)c(OC)c2)c(OCC)cc1-n1cnnn1`?
KCNQ2 inh: inactive; CHT block: inactive; Kir21 inh: -0.3

What do the screens show for `Cc1ccc(OCC(=O)N2CCOCC2)c([N+](=O)[O-])n1`?
KCNQ2 inh: inactive; CHT block: inactive; Kir21 inh: -0.04

What do the screens show for `COc1ccc(F)cc1C(=O)C1CCCN(Cc2ccc(Sc3nncn3C)o2)C1` (stereo unspecified)?
KCNQ2 inh: inactive; CHT block: inactive; Kir21 inh: -1.4

What do the screens show for `CC1(C)NC(=O)N(CC(O)COc2cccc(F)c2)C1=O` (stereo unspecified)?
KCNQ2 inh: inactive; CHT block: inactive; Kir21 inh: 0.58

How did Cc1nc(NCc2ccccn2)c2ccccc2n1 do in these assays?
KCNQ2 inh: inactive; CHT block: inactive; Kir21 inh: -0.24

What do the screens show for `CN(C)c1ccc(/C=N/N2C(=O)c3ccccc3C2=O)cc1`?
KCNQ2 inh: inactive; CHT block: inactive; Kir21 inh: 2

What do the screens show for `N#Cc1c(Cl)nsc1NC(=O)c1ccccc1`?
KCNQ2 inh: inactive; CHT block: inactive; Kir21 inh: 0.47

Results for Cc1ccnc(SCc2cc(=O)c(OC(=O)c3ccco3)co2)n1 ?
KCNQ2 inh: inactive; CHT block: -5.8*; Kir21 inh: -0.36

How did CC(=O)c1cccc(NC(=O)C(C)OC(=O)CNC(=O)c2ccc(C)s2)c1 (stereo unspecified) do in these assays?
KCNQ2 inh: inactive; CHT block: inactive; Kir21 inh: 1.6

Results for COc1ccc(N(CCCN2C(=O)c3cccc4cccc(c34)C2=O)C(=O)c2ccncc2)cc1 ?
KCNQ2 inh: inactive; CHT block: -5.8*; Kir21 inh: -1.3

What do the screens show for `NC(=O)c1ccccc1NC(=O)/C=C/c1ccc(Cl)cc1`?
KCNQ2 inh: inactive; CHT block: inactive; Kir21 inh: -0.96

How did Cc1cccc(C(C)C)c1NC(=O)CN1C(=O)NC2(CCc3ccccc32)C1=O (stereo unspecified) do in these assays?
KCNQ2 inh: inactive; CHT block: inactive; Kir21 inh: -0.77

Results for CCN(c1ccccc1)S(=O)(=O)c1ccc2ccccc2c1 ?
KCNQ2 inh: inactive; CHT block: inactive; Kir21 inh: -3

How did COc1cc(C(=O)NC(=S)Nc2nccs2)cc(OC)c1OC do in these assays?
KCNQ2 inh: inactive; CHT block: inactive; Kir21 inh: -0.93

How did COc1ccc(CC(=O)NNC(=O)COc2ccc(C)cc2)cc1S(=O)(=O)N1CCOCC1 do in these assays?
KCNQ2 inh: inactive; CHT block: inactive; Kir21 inh: 6.7e-16

What do the screens show for `N=C1SC(c2ccccc2)C(=O)N1c1ncc(Cc2ccccc2)s1` (stereo unspecified)?
KCNQ2 inh: inactive; CHT block: inactive; Kir21 inh: 0.49

How did COc1ccc2[nH]c3c(c2c1)CCN1C(=O)N([C@@H](C)C(=O)NCC2CCCO2)C(=O)[C@]31C (stereo partly specified) do in these assays?
KCNQ2 inh: inactive; CHT block: inactive; Kir21 inh: 1.8

Results for Cn1cc(CN2CCN(Cc3ccccc3)C(CCO)C2)c(-c2ccccc2)n1 (stereo unspecified) ?
KCNQ2 inh: inactive; CHT block: inactive; Kir21 inh: -0.19

Results for Cc1cc2ncn(C(=O)N3CCCCC3)c2cc1C ?
KCNQ2 inh: inactive; CHT block: inactive; Kir21 inh: -0.39

Results for NC(=O)CNC(=O)[C@@H]1CC2(CC(c3cccc([N+](=O)[O-])c3)=NO2)CN1C(=O)c1ccccc1 (stereo partly specified) ?
KCNQ2 inh: inactive; CHT block: inactive; Kir21 inh: -0.61

How did O=C(Nc1nc2ccccc2s1)c1ccc2c(c1)OCO2 do in these assays?
KCNQ2 inh: inactive; CHT block: inactive; Kir21 inh: 0.91

What do the screens show for `CC1CCN(C(=O)CN(c2ccc3c(c2)OCO3)S(C)(=O)=O)CC1`?
KCNQ2 inh: inactive; CHT block: inactive; Kir21 inh: -0.26

Results for CNS(=O)(=O)c1cccc(C(=O)NCC2CCCCC2)c1 ?
KCNQ2 inh: inactive; CHT block: inactive; Kir21 inh: 1.4

What do the screens show for `Oc1ccc(N=Nc2cccc(C(F)(F)F)c2)cc1C=Nc1ccc(N2CCOCC2)cc1`?
KCNQ2 inh: inactive; CHT block: inactive; Kir21 inh: 0

What do the screens show for `CCOc1cc(/C=C2/NC(=O)N(CC(=O)OC)C2=O)ccc1O`?
KCNQ2 inh: inactive; CHT block: inactive; Kir21 inh: 2.7

5 entries already listed, ordered by number of heavy atoms, lowest first.
Results for CNS(=O)(=O)c1cccc(C(=O)NCC2CCCCC2)c1 ?
KCNQ2 inh: inactive; CHT block: inactive; Kir21 inh: 1.4

How did Cc1ccccc1OCC(=O)Nc1ccccc1N1CCCCC1 do in these assays?
KCNQ2 inh: -10*; CHT block: inactive; Kir21 inh: -2.6

How did CC(=O)NC(=S)Nc1ccc(NC(=S)NC(=O)c2ccc([N+](=O)[O-])cc2)cc1 do in these assays?
KCNQ2 inh: inactive; CHT block: inactive; Kir21 inh: -0.47

What do the screens show for `COc1ccc(F)cc1C(=O)C1CCCN(Cc2ccc(Sc3nncn3C)o2)C1` (stereo unspecified)?
KCNQ2 inh: inactive; CHT block: inactive; Kir21 inh: -1.4

How did CCn1cc(C(=O)NCCCN2CCCC(C)C2)c(=O)c2cc(S(=O)(=O)N3CCOCC3)ccc21 (stereo unspecified) do in these assays?
KCNQ2 inh: inactive; CHT block: inactive; Kir21 inh: -0.18

The order is random, and some 2.6% of all compounds hit somewhere here.
